# Source: PubChem
# Wee1 stabilizer: Wee1 degradation inhibitors, primary screen, cell-based, HeLa, Wee1K328M-luciferase, luminescence | actives 1.2% (n = 220,000) | HeLa Luc-Wee1K328M stability; 100% = proteasome inhibitor MG132 effect | Wee1-like protein kinase (Homo sapiens), P30291 | reporter increase, % at 5 µM;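 active = activation above the mean of all tested compounds plus 3 SD, set per screening run, cut at about 8.8% in these data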;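 note: cells exposed to compound for 20 h before luminescence read; 0% = DMSO alone and 100% = MG132 at 30 µM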
# Target sequence (P30291 whole entry K328M): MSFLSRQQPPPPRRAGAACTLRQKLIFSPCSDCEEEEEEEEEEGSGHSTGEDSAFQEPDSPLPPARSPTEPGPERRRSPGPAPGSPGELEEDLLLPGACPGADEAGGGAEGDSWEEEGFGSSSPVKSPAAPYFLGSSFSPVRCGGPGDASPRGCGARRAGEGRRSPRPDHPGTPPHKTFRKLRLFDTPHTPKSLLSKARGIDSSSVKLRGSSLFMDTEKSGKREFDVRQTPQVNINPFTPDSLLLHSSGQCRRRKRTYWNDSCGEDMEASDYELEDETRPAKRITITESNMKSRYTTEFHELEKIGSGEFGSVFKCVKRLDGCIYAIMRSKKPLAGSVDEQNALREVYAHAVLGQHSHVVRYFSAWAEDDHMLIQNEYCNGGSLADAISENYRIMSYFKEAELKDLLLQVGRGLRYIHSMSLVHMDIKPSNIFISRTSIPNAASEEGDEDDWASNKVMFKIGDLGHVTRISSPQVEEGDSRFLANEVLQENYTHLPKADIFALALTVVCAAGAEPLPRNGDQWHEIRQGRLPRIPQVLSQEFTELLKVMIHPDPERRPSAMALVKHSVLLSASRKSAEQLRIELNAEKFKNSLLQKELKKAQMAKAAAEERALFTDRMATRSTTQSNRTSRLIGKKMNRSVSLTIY
# Mdm2 ligase inh: MDM2-luciferase reporter signal enhancers, primary screen, MDM2 E3 ligase inhibitor project, cell-based, luminescence, 1536-well. E3 ubiquitin-protein ligase Mdm2 (Homo sapiens), Q00987. cell-based MDM2 ubiquitination luciferase reporter, 2 h; 0 = plate control, 100 = twice control, blank-subtracted. actives 0.11% (n = 210,000). AID 1230, 2008. signal enhancement, % at 5 µM;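 active = signal enhancement of 30% or more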;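 note: luminescence tracks abundance of the self-degrading MDM2-luciferase fusion protein; higher signal means inhibition of MDM2 E3 ligase activity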
# Target sequence (Q00987 whole entry, looked up, the tested form may be a part): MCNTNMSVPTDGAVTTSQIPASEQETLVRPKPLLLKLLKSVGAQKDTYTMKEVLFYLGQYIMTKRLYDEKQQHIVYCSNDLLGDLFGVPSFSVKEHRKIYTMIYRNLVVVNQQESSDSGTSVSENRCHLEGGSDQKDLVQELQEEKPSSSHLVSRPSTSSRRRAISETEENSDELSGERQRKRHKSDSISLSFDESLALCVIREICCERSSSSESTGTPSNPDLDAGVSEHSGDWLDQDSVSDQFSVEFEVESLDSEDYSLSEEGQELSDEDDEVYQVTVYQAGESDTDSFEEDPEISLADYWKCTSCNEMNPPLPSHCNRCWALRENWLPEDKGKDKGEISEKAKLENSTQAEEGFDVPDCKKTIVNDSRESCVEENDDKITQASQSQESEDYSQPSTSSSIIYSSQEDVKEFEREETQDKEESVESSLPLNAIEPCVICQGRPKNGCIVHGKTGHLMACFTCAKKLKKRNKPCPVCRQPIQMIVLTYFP
#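 Test system: mammalian cells stably expressing self-ubiquitinating, self-degrading MDM2 E3–luciferase fusion; Amount: 2000 cells in each well; Medium: DMEM; Schedule: 4 h settle plus 2 h compound, 37 °C; Technique: SteadyLite luciferase luminescence after 15 min room-temperature reagent incubation; Benchmarks: plate control and blank wells.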
# eIF4E-4G inh: eIF4E–eIF4G protein interaction inhibitors, primary screen, biochemical, uHTS, TR-FRET, eIF4GI fragment; Eukaryotic translation initiation factor 4E (Mus musculus) + Eukaryotic translation …; TR-FRET eIF4E-eIF4GI(517-606) binding, 2 h; inhibition, % at 21.7 µM; actives 0.37% (n = 220,000); AID 782, 2007;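 active = inhibition above about 30%, limit read from the data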;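 note: 0% = full FRET control wells and 100% = background wells lacking eIF4GI fragment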
# S1P4 antagonist: S1P4 receptor antagonists, primary screen, cell-based | S1P4-expressing cells, antagonist mode, reporter read-out | inhibition, % at 4.98 µM | actives 0.26% (n = 220,000) | AID 1510, 2009; in the data active = inhibition above about 29%;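 note: 0% = wells stimulated with agonist and 100% = vehicle wells without agonist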
# S1P4 ag: S1P4 receptor agonists, primary screen, cell-based. Sphingosine 1-phosphate receptor 4 (Homo sapiens), O95977. S1P4-expressing cell line, agonist reporter assay. activation, % at 4.98 µM. actives 0.35% (n = 220,000). AID 1509, 2009; in the data active = activation above about 11%;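 note: 0% = DMSO vehicle and 100% = reference agonist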
# NPY2 pot ag: NPY-Y2 potentiators or agonists, primary screen, cell-based; activation, % at 3.6 µM; actives 0.45% (n = 220,000); cells expressing NPY-Y2, potentiator/agonist read-out; AID 1359, 2008; Neuropeptide Y receptor type 2 (Homo sapiens), P49146; in the data active = activation above about 27%;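 note: cells stimulated with NPY near EC25 plus isoproterenol at EC100; 0% = vehicle plus submaximal agonist and 100% = vehicle plus saturating agonist; some results beyond the cut were filed as inactive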
# Ba/F3 V617F tox: reduced viability of JAK2V617F-dependent Ba/F3 cells, primary screen, JAK2V617F inhibitor project, cell-based, Ba/F3 EpoR-JAK2V617F, luminescence | ATP luminescence | AID 1446, 2008 | actives 1.1% (n = 220,000) | inhibition, % at 5.6 µM;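 active = inhibition above the campaign mean plus 3 SD over all tested compounds, cut at about 24% in these data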;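 note: cytokine-independent growth of Ba/F3 cells driven by EpoR plus mutant JAK2; 0% = DMSO-treated cells and 100% = JAK inhibitor I control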
# PERK inhibitor: block of dimerizer-induced PERK translation repression, primary screen, PERK inhibitor project, CHO PERK-DD cells, SEAP luminescence, HTS; CHO PERK-DD fusion, SEAP luminescence translation reporter; actives 0.17% (n = 220,000); inhibition, % at 5.6 µM; AID 1416, 2008;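 active = inhibition above the mean inhibition of all tested compounds plus 3 SD, set separately per screening campaign, cut at about 2.9% in these data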;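 note: PERK kinase domain activated by AP20187 dimerizer at 100 nM; 0% = DMSO with dimerizer and 100% = rapamycin at 8.4 µM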
# BaF3 parental: parental Ba/F3 cell viability inhibition, counter-screen for JAK2V617F inhibitor project, murine pro-B, CellTiter-Glo luminescence. CellTiter-Glo ATP luminescence. inhibition, % at 5.6 µM. actives 1.1% (n = 220,000);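 active = inhibition above a per-campaign cutoff, the mean inhibition of all tested compounds plus 3 SD, cut at about 27% in these data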;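 note: 0% = DMSO wells and 100% = JAK Inhibitor I control wells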
# Numbers without * were called inactive; x = not tested or not shown; [ ] = dose if it differs, or a comment.
SMILES,Wee1 stabilizer,Mdm2 ligase inh,eIF4E-4G inh,S1P4 antagonist,S1P4 ag,NPY2 pot ag,Ba/F3 V617F tox,PERK inhibitor,BaF3 parental
O=C(COC(=O)c1cc[n+]([O-])cc1)Nc1ccccc1Sc1ccccc1,-1,1,2,-16,2.7,14,-1,1.0,5
CCCC1(c2ccccc2)NC(=O)N(CC(=O)Nc2cc(S(=O)(=O)N3CCOCC3)ccc2Cl)C1=O (stereo not drawn),-1,-8,-1,-10,-0.1,-3,0,0.0,1
COc1cc(/C=N/NC(=O)C(C)Nc2n[nH]c(=O)[nH]c2=O)ccc1O (stereo not drawn),2,-49,-6,-1,-0.9,3,-1,0.7,5
Cc1ccc(C(=O)N/C(=C/c2cccs2)C(=O)N2CCCCCC2)cc1,-1,-5,3,-26,0.1,-6,0,0.0,5
CN(C)c1[nH]c(=O)c(C#N)c2c1CCN2Cc1ccccc1,-3,-10,3,-2,2.1,9,4,0.2,2
Cc1cc(C(=O)CN2C(=O)C(=O)N(C3CCCC3)C2=O)c(C)n1-c1ccc(F)cc1,-3,-10,-4,-13,2.9,-12,-2,0.2,5
CCN(CC)C(=O)N1CCC(NC(=O)Cc2ccccc2)CC1,-1,-16,2,3,2.0,4,-1,1.2,1
Cc1ccccc1NC(=S)NC(NC(=O)C(C)(C)C)C(Cl)(Cl)Cl (stereo not drawn),-1,8,1,-5,2.4,3,2,0.4,9
Cc1ccc(C(=O)N/C(=C\c2cccs2)C(=O)NCCCn2ccnc2)cc1,1,x,5[fluorescence artefact?],-2,-0.6,11,-2,2.0,1
CCc1ccc2[nH]c(=O)c(CN(CCN(CC)CC)C(=S)NCc3ccco3)cc2c1,5,9,-3,-10,-0.7,-31,-4,0.5,2
COCC1CCN(Cc2cn[nH]c2-c2cc3ccccc3o2)C1 (stereo not drawn),-1,-11,0,-22,0.9,-8,-2,0.5,-1
COc1cc(/C=N/NC(=O)CSCc2ccc([N+](=O)[O-])cc2)cc(OC)c1OC,1,-3,3,-17,0.7,16,0,-0.1,1
CC(=O)c1ccc(NC(=O)CSc2nc(=O)cc(N)n2-c2ccccc2)cc1,3,-8,1,-6,0.8,10,1,-0.7,4
Cn1c(CCNC(=O)c2ccco2)nc2cc(NC(=O)NC3CCCCC3)ccc21,-2,-20,-1,2,0.4,-2,4,1.6,7
Cc1cc(Nc2cccc(F)c2)nc(-c2ccccc2O)n1,0,-9,2,-5,0.1,42*,0,-0.3,1
COC(=O)c1cc(Br)c(=O)n(Cc2ccc(OC)c(OC)c2)c1,2,-17,-3,-7,-0.7,9,-1,0.3,0
Cc1cccc(-n2c(CNC(=O)COc3ccccc3)nnc2SCC(=O)Nc2nccs2)c1,-1,2,5[fluorescence artefact?],-19,-0.4,9,-3,-1.0,0
COc1ccc(C2C(C(=O)c3ccco3)=C(O)C(=O)N2c2nnc(C)s2)cc1 (stereo not drawn),0,-5,0,-9,1.8,7,1,1.5,7
CCOc1ccccc1C1C(C#N)=C(N)Oc2n[nH]c(CC)c21 (stereo not drawn),-3,6,3[fluorescence artefact?],-16,0.1,-26,-1,0.3,6
CCOC(=O)c1c(C)c(C(=O)NCc2ccc3c(c2)OCO3)c(C)n1C,-2,-8,-5,-12,-0.6,-3,5,-0.7,0
CCS(=O)(=O)N1Cc2ccccc2CC1C(=O)NCC12CC3CC(CC(C3)C1)C2 (stereo not drawn),-3,x,11,-3,-5.3,-24,0,-0.9,2
O=C(Nc1ccc(F)cc1)c1ccc2nsnc2c1,5,x,-6,-4,0.1,-2,4,0.0,-7
COc1cc(C2c3c(oc4ccccc4c3=O)C(=O)N2c2nccs2)ccc1O (stereo not drawn),0,-8,-7,4,-1.7,-16,2,-1.0,-1
N=c1c(S(=O)(=O)c2ccccc2)cc2c(=O)n3ccccc3nc2n1CC1CCCO1 (stereo not drawn),1,-1,-4,-32,6.9,-14,1,-1.3,3
COc1ccc(CCn2c(C)cc(C(=O)CSc3nnnn3C)c2C)cc1,4,-6,-10,12,0.3,-4,-1,0.9,3
# Next section
SMILES,Wee1 stabilizer,Mdm2 ligase inh,eIF4E-4G inh,S1P4 antagonist,S1P4 ag,NPY2 pot ag,Ba/F3 V617F tox,PERK inhibitor,BaF3 parental
Cc1ccc(SC(C)C(=O)Nc2ccc(S(=O)(=O)N3CCOCC3)cc2)cc1 (stereo not drawn),-1,-3,-7,-11,-1.7,1,-3,-0.4,5
Cc1ccc2oc3c(c(=O)c2c1)C(c1cccc(O)c1)N(c1ccccn1)C3=O (stereo not drawn),-2,-7,1,-2,0.3,10,3,-1.2,3
COc1ccc(Cc2nc3ccccc3[nH]2)cc1OC,-2,-1,4,16,0.1,8,-3,0.4,-1
O=C(CNC1CCN(Cc2ccccc2)CC1)Nc1ccc(S(=O)(=O)N2CCCCC2)cc1,-2,-36,-5,-10,-0.9,7,-1,-0.8,-3
N=c1c(-c2nc3ccccc3[nH]2)cc(C(=O)c2cccs2)nn1-c1ccccc1,2,-8,-5,-1,-0.5,29,-2,-1.5,5
O=C(N/N=C/c1ccccc1)c1cc(=O)[nH]c2ccccc12,-2,-13,2,-9,-0.1,-7,3,-0.9,3
CCOC(=O)C1(CC2CCCCO2)CCN(Cc2nc3ccccc3nc2C)CC1 (stereo not drawn),-1,5,-3,-12,-1.4,5,-4,-0.2,6
Cc1ccc(NC(=O)NCc2ccc3c(c2)OCO3)cc1C,4,2,5,-6,0.4,-17,3,0.2,10
COc1ccc(S(=O)(=O)N2CCn3c2nc2ccccc23)cc1,-2,-7,-8[fluorescence artefact?],-22,1.6,1,-1,0.1,4
Cc1cc2c(c(=O)n1Cc1cccnc1)C(Cc1ccccc1)C(C#N)=C(N)O2 (stereo not drawn),0,6,4,-16,0.1,2,1,-0.8,5
O=C(OCC#CCSc1nnc(-c2ccc(Br)cc2)o1)c1ccco1,2,-11,-2,-13,0.4,0,2,-0.4,9
COc1ccc(NC(=O)c2cc(F)c(F)cc2Cl)cc1Cl,9.1*,-1,-1,-6,-0.9,-13,0,0.6,-2
Cc1cccc(OCC(=O)N(Cc2cccs2)C2CCS(=O)(=O)C2)c1 (stereo not drawn),-3,1,2,4,1.1,-1,2,-0.1,5
CCn1c(=S)[nH]c2cc(C(=O)O)ccc21,-1,-1,-3,-24,2.2,-9,-1,-0.5,6
Cc1ccccc1NC(=O)CCC(=O)N/N=C/c1c[nH]c2ccccc12,1,-5,-3,0,-0.9,1,1,1.5,4
Cc1cc(C)n2ncc(/C(N)=N/OC(=O)Nc3ccccc3)c2n1,0,-24,3,-3,0.3,-1,4,0.8,-2
CCN(c1cccc(C)c1)S(=O)(=O)c1ccc2c(c1)CCN2C(C)=O,-2,-12,-7,4,-1.6,-3,0,-1.4,5
CC(C)(C)C(=O)CSc1nnc(Nc2ccccc2)s1,-4,1,-1,-6,1.5,6,2,0.8,8
Cc1ccc(C(=O)O/N=C(\c2ccccc2)c2ccncc2)cc1,0,15,-2,-5,0.1,1,-1,1.3,6
C=C(C)c1cccc(C(C)(C)NC(=O)Nc2ccc(C(C)=O)cc2)c1,6,-16,7,-2,-2.4,-1,3,-0.6,9
Cn1cc(CN2CCCC(C(=O)c3ccc(-c4ccccc4)c(F)c3)C2)cn1 (stereo not drawn),-1,-13,-2,-17,1.4,-14,1,1.0,4
CCCCCn1c(SCCc2ccccc2)nc2c1c(=O)[nH]c(=O)n2C,0,-17,-19,-4,-0.3,4,0,1.5,4
O=C(Cn1cc(C(=O)C(F)(F)F)c2ccccc21)NCc1ccco1,1,-22,-2,6,0.4,-6,0,1.3,4
CC1(C)CC(=O)/C(=C(\O)c2ccccc2)C(=NCCO)C1,-1,-10,15,0,0.0,1,-3,1.6,3
Cn1c(CNc2nc(-c3ccccc3)cs2)nnc1SCC(=O)c1ccccc1,-1,-3,-4,-31,4.2,-6,3,-1.6,3

# Sorted by number of heavy atoms (high to low): some entries from above
SMILES,Wee1 stabilizer,Mdm2 ligase inh,eIF4E-4G inh,S1P4 antagonist,S1P4 ag,NPY2 pot ag,Ba/F3 V617F tox,PERK inhibitor,BaF3 parental
Cc1ccc2oc3c(c(=O)c2c1)C(c1cccc(O)c1)N(c1ccccn1)C3=O (stereo not drawn),-2,-7,1,-2,0.3,10,3,-1.2,3
O=C(Cn1cc(C(=O)C(F)(F)F)c2ccccc21)NCc1ccco1,1,-22,-2,6,0.4,-6,0,1.3,4
CC(C)(C)C(=O)CSc1nnc(Nc2ccccc2)s1,-4,1,-1,-6,1.5,6,2,0.8,8
CCn1c(=S)[nH]c2cc(C(=O)O)ccc21,-1,-1,-3,-24,2.2,-9,-1,-0.5,6

# Next section
SMILES,Wee1 stabilizer,Mdm2 ligase inh,eIF4E-4G inh,S1P4 antagonist,S1P4 ag,NPY2 pot ag,Ba/F3 V617F tox,PERK inhibitor,BaF3 parental
Cc1cc2nc(C)n(CCCNC(=O)Nc3ccc(F)cc3)c2cc1C,1,-17,3,-12,1.4,7,-2,-1.2,4
Cc1ccc(-c2nc(CSCC(=O)Nc3cc(C)on3)c(C)o2)cc1,4,-3,2,-18,-0.7,2,-4,0.0,2
Clc1ccc(Oc2ncnc3oc(-c4ccccc4)cc23)cc1,-1,-11,-20,-15,-0.5,18,-2,0.8,-1
CCOc1cc(CNCCSc2nnnn2C)cc(Br)c1OCc1ccccc1,-1,-2,-15,-12,0.5,-1,-3,-2.4,2
O=C(CCC1CCCN(c2ncccn2)C1)NCc1ccccc1F (stereo not drawn),2,2,-1,-1,0.1,0,1,0.1,1
Cc1cccc(C)c1OCC(O)CN (stereo not drawn),2,-23,3,8,-3.6,-4,5,0.1,5
CC(C)(C)n1ncc2c(=O)n(CC(=O)NCc3ccco3)cnc21,2,-27,-6,-8,-2.3,7,-1,0.7,6
CCS(=O)(=O)c1nnnn1-c1ccccc1S(C)(=O)=O,-2,-2,-2[fluorescence artefact?],-15,0.7,12,-2,0.7,-6
Fc1ccc(-c2ncc3ccccn23)cc1,1,-1,5,-6,0.8,0,-3,1.1,3
COc1ccc(C2=NOC(C(=O)Nc3cccnc3Cl)C2)cc1 (stereo not drawn),-2,-4,0,-14,0.9,-8,2,-1.5,0
COc1ccc(N2CCN(c3nc4ccccc4n3CC(=O)c3ccccc3)CC2)cc1,5,-1,-3,-7,0.4,3,6,-0.9,12
Cc1nn(-c2ccc(F)cc2)c(Cl)c1/C=C/C(=O)OCC(=O)Nc1ccc(F)cc1F,-2,-13,-1[fluorescence artefact?],-7,-1.2,4,3,-0.4,4
Cc1ccc(NC(=O)CN(C)C(=O)/C=C/c2cccc(F)c2)cc1,-2,4,7,-6,1.4,-20,7,1.4,9
CC(C)C[C@H](NC(=O)NCCc1ccc(Cl)cc1)C(=O)O,2,3,1[fluorescence artefact?],-22,-0.8,-7,-1,3.2*,4
